Source: PubChem
LGR2 inh: inhibitors of bursicon-induced Drosophila LGR2 receptor cAMP signaling; HEK293 LGR2, CRE-luciferase, bursicon-stimulated, 4 h; inhibition, % at 9.99 µM; hit rate 0.35% among 380,000; AID 720647;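 active means drop in luminescence signal, shown as inhibition above about 50% in the replicate tests, limit read from the data, passing the limit was not always enough; inconclusive means probably only some replicates passing the limit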;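 further: agonist challenge used bursicon conditioned medium at about half maximal strength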
CASP6 VEID inh: inhibitors of human caspase-6; P55212; purified caspase-6, Z-VEID-R110 cleavage fluorescence; inhibition, % at 12.5 µM; hit rate 0.53% among 350,000; AID 686996;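 active means mean inhibition across replicates at least about 35%, with every replicate also reaching that limit, limit read from the data; inconclusive means only one of the two criteria met; inactive means neither criterion met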;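 further: 0% = median of neutral control wells and 100% = no fluorescence left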
Target sequence (P55212 24-179 limits assumed): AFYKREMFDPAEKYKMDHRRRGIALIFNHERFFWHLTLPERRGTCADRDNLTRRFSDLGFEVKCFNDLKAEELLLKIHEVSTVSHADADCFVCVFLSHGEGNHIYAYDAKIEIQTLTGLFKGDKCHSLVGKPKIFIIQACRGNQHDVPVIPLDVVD
Target sequence (P55212 194-293 limits assumed): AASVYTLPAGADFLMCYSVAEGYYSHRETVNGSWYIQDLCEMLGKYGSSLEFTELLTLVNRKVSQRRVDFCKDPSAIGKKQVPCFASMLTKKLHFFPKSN
C2C12 statin: protects C2C12 myotubes from simvastatin toxicity; ATP luminescence, 48 h; scaled: DMSO 0, geranylgeraniol control 100; rescue of ATP level, % at 7.49 µM; hit rate 0.78% among 330,000;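 active means mean ATP rescue above about 67%, or every replicate alone reaching that limit, limit read from the data, passing the limit was not always enough; inconclusive means no clear call, values can overlap the other calls; inactive means mean under the limit and some replicate under it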;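 further: myotubes were challenged with 10 µM simvastatin during compound exposure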
S100A4 MyoIIA: inhibitors of human S100A4 binding to myosin IIA peptide | P26447 | S100A4/TAMRA-MyoIIA peptide fluorescence polarization | inhibition, % at 10.7 µM | hit rate 0.14% among 360,000 | AID 652163;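 active means mean inhibition of at least 70% across replicates, with every replicate also reaching that level; inconclusive means mean inhibition reaches 70% but some replicates fall short; inactive means mean inhibition below 70%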
Target sequence (P26447 whole entry, looked up): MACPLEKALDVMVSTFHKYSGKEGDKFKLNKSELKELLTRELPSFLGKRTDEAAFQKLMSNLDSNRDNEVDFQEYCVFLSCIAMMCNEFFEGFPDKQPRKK
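Material: S100A4 monomer protein / Buffer or medium: 50 mM HEPES pH 7.2, 10 mM CaCl2, 100 mM KCl / Times: 5 min incubation before reading / Benchmarks: neutral control DMSO, positive control TFP / Reagent: labelled myosin peptide probe, 5 nM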
FN deposition inh: fibronectin deposition inhibition; AH1F fibroblasts, Alexa488-fibronectin deposition fluorescence, overnight; inhibition, % at 12.6 µM; hit rate 0.086% among 350,000; AID 743247;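 active means mean inhibition across replicates of 30% or more, regardless of how many single replicates reach that level; inconclusive means mean under 30% yet at least half of replicates reach 30%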;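 further: positive control wells lacked labelled fibronectin entirely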
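Assay system: AH1F fibroblast monolayer, labelled fibronectin deposition. Amount: 10000 cells per well. Also added: labelled fibronectin 24 nM. Compound: single-point pinned compound. Incubation: cell attachment 1 h, compound and FN exposure overnight. Detection: fluorescence after three HBSS washes, excitation 485 nm, emission 525 nm. Read-out: inhibition of fibronectin deposition signal.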
SIRT5 block: inhibitors of human sirtuin-5 desuccinylase. AID 652115. inhibition, % at 15 µM. Purified SirT5, succinyl-peptide AMC, trypsin-coupled fluorescence. hit rate 1.1% among 330,000. Q9NXA8; in the data active means inhibition above about 15%; inconclusive means no clear call, values can overlap the other calls
Target sequence (Q9NXA8 whole entry, looked up): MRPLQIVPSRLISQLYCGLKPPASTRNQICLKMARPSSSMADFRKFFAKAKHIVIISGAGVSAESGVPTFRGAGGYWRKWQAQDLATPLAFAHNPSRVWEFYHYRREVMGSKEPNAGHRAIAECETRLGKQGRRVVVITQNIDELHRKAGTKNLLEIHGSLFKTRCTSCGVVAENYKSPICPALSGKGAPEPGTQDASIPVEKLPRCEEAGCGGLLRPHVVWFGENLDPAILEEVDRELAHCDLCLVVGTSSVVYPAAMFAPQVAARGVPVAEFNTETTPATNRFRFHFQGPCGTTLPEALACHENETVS
esBAF inh: SWI/SNF esBAF complex inhibition; mouse ES cells, Bmi1-luciferase knock-in reporter, 24 h; 100% = twice the neutral-well signal; reporter increase, % at 12.5 µM; hit rate 2% among 350,000; in the data active means activation above about 40%; inconclusive means no clear call, values can overlap the other calls;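 further: 0% = median of the plate's neutral control wells and 100% = double that signal; a rise in the Bmi1 reporter signal indicates esBAF inhibition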
An asterisk follows results filed as active; u = inconclusive; x = no result given.

mol	LGR2 inh	CASP6 VEID inh	C2C12 statin	S100A4 MyoIIA	FN deposition inh	SIRT5 block	esBAF inh
Cc1cccc(CNC(=O)CCc2nnc(C3CCCCC3)o2)c1	21	-1	2	0	x	-7	-1
O=c1[nH]c(=O)n(Cc2ccccc2)c2nc(-c3ccc(C(F)(F)F)cc3)n(CCO)c12	2	3	9	7	3	-6	-10
CCCNC(=O)C[C@@H]1C[C@H]2c3cc(NC(=O)C4CCC4)ccc3O[C@H]2[C@@H](CO)O1	-7	1	5	0	-7	-4	1
C[C@H]1CN([C@@H](C)CO)C(=O)Cc2cc(NC(=O)Nc3ccccc3)ccc2O[C@@H]1CN(C)C(=O)NC1CCCCC1	-16	4	16	-12	5	-1	2
O=C(Nc1ccc(Cl)cc1)c1cnc(-c2ccccc2)nc1-c1ccccc1	x	x	1	x	-8	x	-5
Cc1cc(C)n(-c2ccc(C(=O)NCC(c3ccco3)N3CCCC3)cc2)n1 (stereo not given)	24	0	-27	-7	4	-2	-1
CCOc1ccc(N(CC(=O)NCc2ccco2)C(=O)CCC(=O)Nc2nccs2)cc1	-7	-1	-12	-14	2	-4	-6
O=C1CCc2cc(S(=O)(=O)NC3CCCCC3)ccc2N1	-1	3	22	-11	18	-3	-2
Nc1ncnc2c(C3OC(CO)C(O)C3O)scc12 (stereo not given)	98*	-2	x	-1	7	x	x
Cc1noc(C)c1CSCC(=O)N(C)CC(=O)Nc1ccc(F)cc1	-4	2	6	-7	-3	-3	-2
CCOP(=O)(OCC)C(Nc1cccc([N+](=O)[O-])c1)c1ccccc1 (stereo not given)	2	-2	x	-3	-3	2	x
CC1(c2cccc(Br)c2)NC(=O)N(CC(=O)Nc2ccc(S(N)(=O)=O)cc2)C1=O (stereo not given)	12	4	44	2	-8	-2	-7
C[C@H](O)C#Cc1cnc2c(c1)C(=O)N([C@@H](C)CO)C[C@H](C)[C@H](CN(C)C(=O)CN1CCOCC1)O2	-29	2	x	11	x	6	x
CN(Cc1cccc(C(F)(F)F)c1)C(=O)[C@H]1O[C@@H](n2ccc(N)nc2=O)[C@H](O)[C@@H]1O	-2	2	-4	4	-4	0	-4
COc1ccc(S(=O)(=O)Nc2ccc3c(c2)C(=O)N([C@@H](C)CO)C[C@@H](C)[C@H](CN(C)C(=O)Nc2c(C)noc2C)OCCCC[C@@H](C)O3)cc1	-6	0	28	2	-4	0	1
COc1ccc([C@@H]2C[C@H]3CN(c4ccccc4)C(=O)[C@]34CCCN24)c(OC)c1OC	3	1	x	-12	-21	0	x
O=C(NCCCN1CCCC1=O)c1cccc(NS(=O)(=O)c2ccc(Br)cc2)c1	10	-3	1	-4	-1	8	-3
CS(=O)(=O)Nc1ccc2c(c1)[C@@H]1C[C@@H](CC(=O)NCc3cccnc3)O[C@@H](CO)[C@@H]1O2	6	3	-4	5	-14	-2	-1
COc1ccc(OC)c(Cc2nnc(CCC(=O)NCc3ccsc3)o2)c1	-45	-1	x	-2	x	-3	x
CC12CCC(=O)N1C(C(=O)Nc1nc(-c3ccc(F)c(F)c3)cs1)CS2 (stereo not given)	8	7	-34	5	-2	15*	12
Cc1ccc(S(=O)(=O)N[C@H]2CC[C@H](CCn3cc(-c4cccc(F)c4)nn3)O[C@@H]2CO)cc1	13	-1	14	-1	8	-3	-10
O=C(CSc1nnc(CNC(=O)c2cccs2)o1)NCCc1ccccc1	x	x	-3	x	-7	x	-8
CCOc1ccc(N(CC(=O)NCc2ccccc2C)S(C)(=O)=O)cc1	-5	1	5	-3	-5	-15	u
O=c1[nH]nc(CNc2ccc(C(F)(F)F)cc2)c2ccccc12	16	x	-2	x	-12	x	14
CCOC1=C2CN(S(=O)(=O)c3ccc(C)cc3)[C@H](c3cccc(Cl)c3)C[C@H]2[C@H]2C(=O)N(c3ccccc3)C(=O)[C@H]2C1	-3	1	-25	10	x	2	2
CC(=O)NCCNC(=O)c1ccc(NC2=NC3CS(=O)(=O)CC3S2)cc1 (stereo not given)	-10	0	x	-8	3	0	x
Brc1cccc(OCCn2ccnc2)c1	x	x	-11	x	1	x	-8
C/C(=N\NC(=O)CCc1ccc(S(=O)(=O)N2CCOCC2)cc1)c1ccccc1Cl	-11	3	6	5	x	x	5
COCCN(Cc1ccco1)C(=O)C1CCCN(c2ncnc3c2nc2n3CCCCC2)C1 (stereo not given)	-11	-11	9	4	-9	-2	-10
O=C(C[C@H]1CC[C@@H](NC(=O)c2ccncc2)[C@H](CO)O1)NCC1CC1	-3	-1	-6	-6	6	-2	4
CCC(=O)Nc1ccc2c(c1)C(=O)N(C)C[C@H](OC)[C@@H](C)CN(Cc1ccccn1)[C@@H](C)CO2	2	0	-5	-9	9	-5	-6
CC(C)NC(=O)Nc1ccc2c(c1)C(=O)N([C@H](C)CO)C[C@@H](C)[C@@H](CN(C)S(=O)(=O)c1ccc(F)cc1)O2	-2	-2	-22	-8	x	1	-4
CCC1CN(C(=O)NCc2ccc(C)cc2)c2cc(C)ccc2O1 (stereo not given)	6	-1	1	-3	1	-5	-5
O=C(OCc1nnc(-c2ccccc2)o1)c1ccccc1	x	-1	1	2	4	-3	11
Cc1ccc2nc(NC(=O)CC3Oc4ccccc4NC3=O)sc2c1 (stereo not given)	-11	-3	-16	-5	0	-4	12
COCCNC(=O)[C@H]1[C@H](CO)[C@H]2Cn3c(cccc3=O)[C@@H]1N2S(=O)(=O)c1ccccc1C	5	-3	-31	5	5	3	-5
CCC(C)N(C(=O)Cn1nnc2ccccc21)C(C(=O)NCc1ccco1)c1cccc(OC)c1 (stereo not given)	13	x	-5	x	x	x	-5
C/C(CC(=O)Nc1ccc(N(C)C)cc1)=N\NC(=O)c1ccccc1Cl	-47	2	3	8	1	-4	16
Cc1ccc(N2C(=O)SC(N(CC(=O)O)c3cccc(C)c3)C2=O)cc1 (stereo not given)	-34	x	41	-8	x	1	35
CCOC(=O)C1=C(COC(=O)c2ccc(Cl)nc2)NC(=O)NC1C (stereo not given)	4	-1	2	-3	0	-4	-4
COc1cc(/C=N/NC(=O)C(N)=O)cc(OC)c1O	9	x	4	16	6	0	-19
Nc1nnc(SCC(=O)NCc2ccc3c(c2)OCO3)s1	-13	x	10	x	x	x	2
COC(=O)c1cccc(NC(=S)N2CCN(c3ccccc3F)CC2)c1	20	-4	8	-2	-2	2	6
CC(C)c1ccc(S(=O)(=O)NCCCN2CCOCC2)cc1	-4	-17	7	0	6	-2	1
CC(=O)c1ccc(OC2(C)CCN(Cc3ccccc3OC(F)F)C2)cc1 (stereo not given)	-7	-6	-5	3	-8	2	-9
CNC[C@@H]1Oc2ccc(NC(=O)NC3CCCCC3)cc2CC(=O)N([C@@H](C)CO)C[C@H]1C	29	-8	-38	3	10	-1	-7
COc1cc(/C=N/NC(=O)CCC(=O)NC2CCCCC2)ccc1C	-18	0	x	-2	1	-6	x
Cc1nn2c(COc3ccc(NC(=O)c4ccccc4)cc3)nnc2c2ccccc12	-6	2	-13	-5	10	-1	21

Sorted by count of non-hydrogen atoms (largest number first): ten of the compounds above
mol	LGR2 inh	CASP6 VEID inh	C2C12 statin	S100A4 MyoIIA	FN deposition inh	SIRT5 block	esBAF inh
CCC(C)N(C(=O)Cn1nnc2ccccc21)C(C(=O)NCc1ccco1)c1cccc(OC)c1 (stereo not given)	13	x	-5	x	x	x	-5
COCCNC(=O)[C@H]1[C@H](CO)[C@H]2Cn3c(cccc3=O)[C@@H]1N2S(=O)(=O)c1ccccc1C	5	-3	-31	5	5	3	-5
Cc1nn2c(COc3ccc(NC(=O)c4ccccc4)cc3)nnc2c2ccccc12	-6	2	-13	-5	10	-1	21
CC(=O)c1ccc(OC2(C)CCN(Cc3ccccc3OC(F)F)C2)cc1 (stereo not given)	-7	-6	-5	3	-8	2	-9
C/C(CC(=O)Nc1ccc(N(C)C)cc1)=N\NC(=O)c1ccccc1Cl	-47	2	3	8	1	-4	16
COc1cc(/C=N/NC(=O)CCC(=O)NC2CCCCC2)ccc1C	-18	0	x	-2	1	-6	x
CCOC(=O)C1=C(COC(=O)c2ccc(Cl)nc2)NC(=O)NC1C (stereo not given)	4	-1	2	-3	0	-4	-4
CC(C)c1ccc(S(=O)(=O)NCCCN2CCOCC2)cc1	-4	-17	7	0	6	-2	1
Nc1nnc(SCC(=O)NCc2ccc3c(c2)OCO3)s1	-13	x	10	x	x	x	2
COc1cc(/C=N/NC(=O)C(N)=O)cc(OC)c1O	9	x	4	16	6	0	-19

(next part)
mol	LGR2 inh	CASP6 VEID inh	C2C12 statin	S100A4 MyoIIA	FN deposition inh	SIRT5 block	esBAF inh
C[C@@H]1CN([C@@H](C)CO)C(=O)c2ccccc2-c2ccccc2CO[C@@H]1CN(C)Cc1cccc(O)c1	-4	-2	-29	3	-3	0	-5
CN(CC(=O)NC(=O)Nc1ccccc1F)Cc1ccccc1	7	-2	12	-1	4	-2	24
COc1cc(Cl)ccc1OCc1cc(C(=O)N2CCN(C)C(=O)[C@@H]2C)no1	-47	-1	-8	-5	-1	4	96*
Cc1ccccc1Cn1ccc(NC(=O)c2cnn3c(C(F)(F)F)cc(-c4ccco4)nc23)n1	-3	x	-29	x	x	x	-11
CCOC(=O)C1CCN(CCC(=O)Nc2ccc(C)c(C)c2)CC1	2	-2	x	-3	-5	-3	x
Cc1ccc(C)c(C(=O)CN2C(=O)NC3(CCCCCCC3)C2=O)c1	-6	-2	x	-6	2	-6	x
COc1cccc(CNC(=O)Cc2ccc(NC3=NC4CS(=O)(=O)CC4S3)cc2)c1 (stereo not given)	5	1	-1	2	1	0	-4
O=C(O)CNC(=O)C(c1ccccc1)c1ccccc1	-2	6	-4	0	2	-6	-6
O=S(=O)(Nc1ccccc1N1CCCC1)c1ccccc1C(F)(F)F	-8	-76	-16	5	5	-1	10
O=C(C1CCCCC1)N1CC2(C1)[C@@H](c1ccccc1)[C@@H](CO)N2C(=O)NC1CCCC1	-11	1	x	3	-4	-4	x
Cc1ccc2c(c1)N(C(=O)CCC(=O)NCc1cccc(F)c1)CCO2	9	0	7	-5	-1	3	-6
COc1ccc2cc(CN(CC3CCCO3)S(=O)(=O)c3ccc(C(C)=O)cc3)c(=O)[nH]c2c1 (stereo not given)	x	x	3	x	1	x	7
C[C@H](CO)N1C[C@H](C)[C@H](CN(C)C(=O)Cc2ccncc2)Oc2cc(C#CC3(O)CCCC3)ccc2S1(=O)=O	-24	9	-7	2	-8	-2	1
CCC(C)NC(=O)CCn1c(=O)c2cccn2c2ccc(F)cc21 (stereo not given)	-5	-2	-4	-6	5	-3	-7
O=C(N[C@@H]1CC[C@@H](CCn2cc(-c3ccccc3)nn2)O[C@H]1CO)c1cnccn1	-15	1	-3	3	-20	5	-1

This is a subset; count on the stated rates, not on these rows.
